Screens deposited in PubChem BioAssay by Broad Institute.
PAX8 inh HTS: PAX8 transcriptional activity inhibition; inhibition, % at 12.6 µM; 1.2% of 360,000 active; AID 652154; RMG-I TPO-luciferase reporter, SteadyGlo, 24 h;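 active means mean replicate inhibition at least 60% with every replicate also reaching 60%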;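 further: luciferase light reporting Pax8 driven TPO promoter activity; plate controls were median of neutral control wells for no effect and mitoxantrone controls for full effect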
PGC1a acetyl inh: lowers PGC1a acetylation signal in U2OS cells; AlphaScreen anti-acetyl-lysine; with virally co-expressed GCN5 acetyltransferase; inhibition, % at 15.6 µM; 0.17% of 350,000 active;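 active means every replicate shows inhibition of at least 40%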;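 further: 0% = neutral control wells and 100% = positive control wells; some results beyond the cut were filed as inactive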
EWS-Fli inh: blocks EWS/Fli oncoprotein-driven transcription; A673 NR0B1-luciferase reporter, viability-normalised; inhibition, % at 12.6 µM; 0.67% of 350,000 active;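 active means mean inhibition of at least 50% after viability correction, with every replicate also passing that limit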;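 further: firefly luciferase signal divided by Alamar Blue viability fluorescence both relative to DMSO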
ERAP1 HTS inh: blocks human ERAP1 aminopeptidase activity; Q9NZ08; 0.15% of 340,000 active; inhibition, % at 10.7 µM; AID 652197; recombinant ERAP1, Leu-AMC fluorescence, 60 min;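 active means mean replicate inhibition of at least 30%, or all replicates individually reaching that 30% level; inactive means mean below 30% and not every replicate reaching it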;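 further: 0% = neutral control wells and 100% = L-leucinethiol positive control wells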
Target sequence (Q9NZ08 whole entry, looked up): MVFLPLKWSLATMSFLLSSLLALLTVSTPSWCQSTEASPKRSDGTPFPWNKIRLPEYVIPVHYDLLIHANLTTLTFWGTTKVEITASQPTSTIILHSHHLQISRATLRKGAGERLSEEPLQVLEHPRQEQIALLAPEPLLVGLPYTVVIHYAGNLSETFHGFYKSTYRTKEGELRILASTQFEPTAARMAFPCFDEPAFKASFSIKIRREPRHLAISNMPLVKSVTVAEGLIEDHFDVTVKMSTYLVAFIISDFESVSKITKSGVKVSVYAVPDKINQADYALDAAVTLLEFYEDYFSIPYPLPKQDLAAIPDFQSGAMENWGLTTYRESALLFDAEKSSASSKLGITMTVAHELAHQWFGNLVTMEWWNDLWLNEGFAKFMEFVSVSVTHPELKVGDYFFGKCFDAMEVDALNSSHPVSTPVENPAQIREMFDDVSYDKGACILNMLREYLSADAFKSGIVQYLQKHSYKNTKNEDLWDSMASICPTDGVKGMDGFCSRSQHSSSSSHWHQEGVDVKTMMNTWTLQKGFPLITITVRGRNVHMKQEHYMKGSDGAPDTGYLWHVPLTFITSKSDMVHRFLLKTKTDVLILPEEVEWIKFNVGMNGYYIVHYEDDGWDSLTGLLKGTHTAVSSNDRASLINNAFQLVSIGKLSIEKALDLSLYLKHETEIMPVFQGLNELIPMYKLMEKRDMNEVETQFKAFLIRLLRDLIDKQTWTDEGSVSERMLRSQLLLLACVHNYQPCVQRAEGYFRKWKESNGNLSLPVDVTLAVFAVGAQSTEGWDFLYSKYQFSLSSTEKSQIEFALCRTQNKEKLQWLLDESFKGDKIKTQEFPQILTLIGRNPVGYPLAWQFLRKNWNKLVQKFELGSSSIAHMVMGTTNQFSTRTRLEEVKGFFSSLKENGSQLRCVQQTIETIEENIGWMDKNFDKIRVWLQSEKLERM
PglD DTNB: PglD (C. jejuni) enzyme inhibition; purified PglD enzyme, DTNB colorimetric CoA detection; inhibition, % at 12.5 µM; 0.098% of 360,000 active; AID 602405; in the data active means inhibition above about 16%, passing the limit was not always enough; further: strong numbers were not always called active
S100A4 MyoIIA: S100A4-myosin IIA interaction inhibition; 0.14% of 360,000 active; S100A4/TAMRA-MyoIIA peptide fluorescence polarization; AID 652163; P26447; inhibition, % at 10.7 µM;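 active means mean inhibition of at least 70% across replicates, with every replicate also reaching that level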
Target sequence (P26447 whole entry, looked up): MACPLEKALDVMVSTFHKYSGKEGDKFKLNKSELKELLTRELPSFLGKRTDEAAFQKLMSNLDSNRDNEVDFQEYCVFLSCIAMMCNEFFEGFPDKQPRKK
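Test system – S100A4 monomer (human) · Compound – single-point compound testing · Schedule – 5 min incubation before reading · Probe or stimulus – TAMRA-labelled myosin IIA heavy-chain peptide probe, 5 nM · Benchmarks – neutral control DMSO, positive control TFP · Medium – Calcium-containing HEPES buffer, pH 7.2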
LGR2 antag: inhibitors of bursicon-induced Drosophila LGR2 receptor cAMP signaling | inhibition, % at 9.99 µM | HEK293 LGR2, CRE-luciferase, bursicon-stimulated, 4 h | 0.35% of 380,000 active;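 active means drop in luminescence signal, shown as inhibition above about 50% in the replicate tests, limit read from the data, passing the limit was not always enough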;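 further: agonist challenge used bursicon conditioned medium at about half maximal strength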
FN deposit inh: fibronectin deposition inhibition. AH1F fibroblasts, Alexa488-fibronectin deposition fluorescence, overnight. inhibition, % at 12.6 µM. 0.086% of 350,000 active;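 active means mean inhibition across replicates of 30% or more, regardless of how many single replicates reach that level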;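 further: positive control wells lacked labelled fibronectin entirely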
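Assay system: AH1F fibroblasts assembling fluorescent fibronectin matrix; Amount: 10000 AH1F cells per well; Buffer or medium: DMEM, 2% serum; Probe or stimulus: Alexa488-fibronectin, 24 nM final in well; Doses: single compound dose, delivered by pin transfer; Incubation: 1 h adhesion, overnight exposure; Measured by: fluorescence 485/525 nm; Read-out: fibronectin deposition inhibition.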
* = called active by the depositor; nt = not tested or not shown. An unsorted share of the library. About 2.1% of those tested had a hit in this group.

SMILES	PAX8 inh HTS	PGC1a acetyl inh	EWS-Fli inh	ERAP1 HTS inh	PglD DTNB	S100A4 MyoIIA	LGR2 antag	FN deposit inh
Cc1cc(C)n2nc(C(=O)Nc3ccc(N4CCOCC4)cc3)nc2n1	3.1	6.0	nt	59.4*	-2.2	-3.6	-0.8	-8.5
CCCn1c(SCC(=O)Nc2ccccc2Cl)nc(O)cc1=O	nt	nt	7.1	1.3	nt	-4.7	4.9	2.3
COc1ccc(CCNc2oc(-c3cccc4ccccc34)nc2P(=O)(OC)OC)cc1OC	0.6	9.9	nt	6.3	6.7	-3.7	-2.4	2.6
NC(=O)c1cc[n+](Cc2ccccc2Cl)cc1	6.0	nt	7.8	-0.6	1.4	-5.3	3.6	4.9
COCC(=O)N(C)C[C@H]1Oc2ncc(-c3ccccc3C)cc2C(=O)N([C@H](C)CO)C[C@H]1C	nt	2.4	-17.7	-4.2	6.2	-2.6	10.2	-8.5
O=C(NCCc1ccccc1)C1CCC(=O)N1CCc1ccccc1 (stereo not given)	0.5	-3.9	13.5	-0.2	-3.2	-6.0	-2.0	-0.1
Cc1ccc(Nc2nc(CSc3nnc(-c4ccccc4)n3C)cs2)cc1	-141.6	nt	nt	nt	-5.8	nt	-54.6	4.3
CO[C@H]1CN(C)C(=O)c2cc(NC(C)=O)ccc2OC[C@H](C)N(Cc2cccnc2)C[C@@H]1C	-6.0	5.1	-6.8	nt	4.7	nt	1.5	6.7
CCC1(C)Cc2c(C#N)c(N)n(N)c(=S)c2CO1 (stereo not given)	-27.8	5.1	nt	nt	0.0	nt	nt	-1.8
O=C(NC1CC1)c1nc2c(nnn2Cc2ccccc2Cl)c(=O)[nH]1	nt	10.0	-9.7	-3.8	-0.1	6.5	11.0	nt
O=C(O)C1CC1C(=O)Nc1cc(F)ccc1F (stereo not given)	8.2	-2.4	-1.5	-0.7	nt	0.8	-7.4	12.2
C[C@@H]1CN([C@@H](C)CO)S(=O)(=O)c2ccc(C#Cc3ccncc3)cc2O[C@@H]1CN(C)S(=O)(=O)c1ccccc1	nt	4.1	18.8	0.8	4.0	-42.9	6.5	nt
COCC(=O)N1[C@@H](CO)[C@H](c2ccccc2)C12CN(C(=O)c1ccccc1)C2	nt	nt	-6.1	-1.5	nt	11.1	1.7	-17.4
CCOc1ccccc1N1CC(C(=O)N(Cc2nnc(-c3ccccc3Cl)o2)C2CC2)CC1=O (stereo not given)	4.2	nt	-5.9	-0.3	-6.8	-1.1	1.0	-2.1
COCCNC(=O)C[C@@H]1C[C@H]2c3cc(NC(=O)Nc4ccccc4)ccc3O[C@H]2[C@H](CO)O1	-4.3	5.4	0.6	-1.6	-0.9	-2.0	4.8	-5.5
Cc1ccccc1-c1ccc2c(c1)O[C@H](CN(C)C)[C@@H](C)CN([C@H](C)CO)S2(=O)=O	nt	-2.8	17.9	-5.4	1.4	0.6	5.0	-0.7
CN(C)CCCNC(=O)[C@@H]1[C@@H](CO)[C@@H]2Cn3c(ccc(-c4ccncc4)c3=O)[C@H]1N2C(=O)CC1CC1	-34.0	nt	-2.9	0.0	-2.4	-5.4	-2.6	nt
CCCCN1C[C@H](Cc2ccccc2)[C@@H](CC(=O)Nc2ccc(OC)cc2)C1=O	-8.9	-1.7	8.2	4.2	nt	-6.0	-4.8	3.3
CN1C(=O)c2cc(NC(=O)C3CCCC3)ccc2OC[C@H]2O[C@@H](CC(=O)NCC(F)(F)F)CC[C@H]21	-8.7	-3.7	2.1	-3.1	0.4	0.7	-16.3	-3.2
CS(=O)(=O)N(CC(=O)N/N=C/c1ccccc1C(=O)O)c1cccc(Cl)c1Cl	-14.5	nt	0.7	nt	nt	-8.7	-4.1	0.9
CN(C)c1nc(N)ncc1-c1ccc(Oc2ccccc2)cc1	-10.1	-2.5	14.6	-1.0	-10.9	-1.9	0.4	3.7
c1ccc(Oc2ncnc3ccccc23)cc1	16.6	3.5	-6.2	-1.0	-7.3	-1.7	-34.6	-0.2
O=C(NNC(=O)c1csc(N2CCOCC2)n1)c1ccc(Cl)nc1	4.4	nt	-1.6	0.1	0.4	-4.0	12.6	-6.1
Cc1c(CNC(=O)c2cnn3c2NC(c2ccccc2)CC3C(F)(F)F)cnn1C (stereo not given)	nt	nt	10.2	0.2	1.9	-4.4	-2.7	nt
O=C(CSc1nccc(=O)[nH]1)c1ccco1	11.7	nt	-15.3	1.0	nt	-4.9	-2.0	8.0
CCN(CC)C(=O)C1=C(C)N(Cc2ccc(OC)cc2)C(=O)C(CC(=O)NC2CCCC2)C1 (stereo not given)	-2.5	2.0	-1.3	-2.2	0.2	6.3	14.1	-4.7
O=C(Nc1ccc(F)cc1)C(CCc1ccccc1)N1CCN(CC(=O)N2CCCC2)CC1 (stereo not given)	0.2	nt	1.4	-4.5	nt	-1.4	5.1	7.1
CO[C@@H](CN(C)S(=O)(=O)c1ccc(Cl)cc1)[C@H](C)CN(C(=O)Nc1ccccc1F)[C@@H](C)CO	nt	3.0	-9.9	-0.6	-2.5	-0.4	12.4	-8.4
COc1ccc(S(=O)(=O)N(C)C[C@H]2OCCCC[C@@H](C)Oc3ccc(NC(=O)Nc4ccc5c(c4)OCO5)cc3C(=O)N([C@H](C)CO)C[C@@H]2C)cc1	10.7	-6.8	-2.4	-4.7	-0.3	-34.3	7.4	nt
O=C(Nc1cccc(-c2nc3ncccc3o2)c1)c1ccc2c(c1)OCO2	3.9	-2.9	0.3	2.7	-3.7	1.1	-14.8	0.6
CCOc1ccccc1/C=C/c1onc(C)c1S(=O)(=O)N1CCC(C(=O)N2CCCCCC2)CC1	-53.6	-34.6	11.8	-0.2	4.5	-10.0	7.8	-0.4
CCc1nn(CC(=O)N2CCN(C)CC2)c(=O)c2cccn12	-7.7	1.2	-8.1	0.9	-1.9	1.1	-11.0	0.1
Cc1ccccc1C(=O)Nc1nc(-c2cccnc2)cs1	-32.5	7.7	-9.3	nt	4.0	2.2	-7.5	12.8
Cc1cccc(/C=N/N2CCN(c3ccccc3)CC2)c1	-105.9	-3.6	nt	nt	2.7	nt	-66.9	1.5
CC(C)NC(=O)N(C)C[C@@H]1Oc2ccc(NC(=O)CCN3CCOCC3)cc2C(=O)N([C@@H](C)CO)C[C@@H]1C	-15.1	20.6	1.7	1.9	1.8	-2.5	-7.1	nt
C[C@H]1COc2cccc(NCCO)c2S(=O)(=O)N1	-0.1	nt	-5.2	-0.1	nt	-1.3	-8.7	5.9
COC(=O)c1ccc(/C=C2/SC(=S)N(CCC(=O)NCCCN3CCOCC3)C2=O)cc1	-7.4	20.8	6.5	-0.4	-1.9	24.1	1.7	-10.5
S=C(NCC1CCCO1)Nc1ccccc1 (stereo not given)	-35.6	nt	-2.6	8.5	-0.6	2.1	nt	-4.5
COc1cccc(-c2cc(NC=O)c3ncc(-c4ccc(F)c(Cl)c4)n3c2)c1	1.7	6.6	3.5	-6.5	1.5	-18.9	-8.1	16.4
O=C(COC(=O)COc1ccccc1[N+](=O)[O-])Nc1cccc(Br)c1	6.7	-4.3	nt	nt	nt	nt	0.0	0.9
C=CCn1c(C)cc(C(=O)COc2ccc(C)nc2[N+](=O)[O-])c1C	-32.5	nt	nt	nt	3.6	nt	7.3	1.2
CCOc1ccccc1NC(=O)COC(=O)c1cccc(-c2ccc(OC(C)=O)cc2)c1	4.0	nt	8.0	0.1	4.8	-1.3	nt	6.8
CN1C(=O)c2cc(NC(=O)c3ccccc3)ccc2OC[C@@H]2O[C@H](CC(=O)O)CC[C@H]21	-14.8	-5.3	7.3	-1.6	-2.2	-12.0	-7.0	nt
COc1ccccc1C#Cc1ccc([C@@H]2[C@@H](C#N)N(C(=O)C3CCCC3)[C@H]2CO)cc1	nt	nt	-3.3	-4.1	nt	-7.2	21.5	4.0
C[C@H](CO)N1C[C@H](C)[C@H](CN(C)C)Oc2ccc(NC(=O)Nc3ccccc3)cc2C1=O	-3.6	0.5	nt	-0.9	-3.0	-3.1	-0.3	nt
Cc1ccc(S(=O)(=O)Nc2cccc(-c3ccc(N4CCCCCC4)nn3)c2)cc1	-156.0	-7.0	-79.5	-0.5	0.2	2.1	-54.0	1.9
COc1ccc2c(c1)SCC/C2=C\CN1C(=O)CCC1=O	-5.6	nt	10.4	1.9	nt	-4.5	-6.8	-4.5
Cc1cc(Cl)ccc1Oc1ccc(C(N)=O)cc1[N+](=O)[O-]	1.6	nt	nt	nt	-4.2	nt	13.3	-2.7
C[C@@H]1CCCCO[C@@H](CN(C)C(=O)Nc2ccc(F)cc2)[C@H](C)CN([C@H](C)CO)C(=O)c2cc(NC(=O)Nc3cccc4ccccc34)ccc2O1	9.7	8.2	6.2	-1.8	1.1	6.1	6.5	-6.8
NC(=O)c1ccc(NC(=O)C2CC(=O)N(c3ccc4c(c3)OCCO4)C2)cc1 (stereo not given)	-10.3	0.6	6.5	5.0	-1.4	1.3	10.4	-0.5
Cc1cc2cc(CNC(=O)Nc3cccc(Cl)c3)ccc2n1C	18.0	-5.8	-10.2	-0.3	0.7	78.0*	18.5	-3.3
CCOC(=O)c1cc2sccc2n1CC(=O)O	nt	3.9	-0.2	-4.3	-3.1	-6.6	5.0	nt
CCC(C)NC(=O)c1ccc(CSc2nc3ccncc3n2Cc2ccc(F)cc2)cc1 (stereo not given)	14.1	-1.7	0.2	-3.8	-2.9	-1.8	-3.8	6.8
CN1CCCC(OC(=O)c2ccccc2Br)C1 (stereo not given)	5.2	4.4	-16.1	-4.5	5.6	-1.7	2.8	1.1
COc1ccc(CN(C)C[C@H]2Oc3ccc(NC(=O)Nc4ccc5c(c4)OCO5)cc3C(=O)N([C@H](C)CO)C[C@@H]2C)cc1	nt	3.2	-2.2	-0.5	3.8	1.9	-4.9	nt
CCOc1ccc(-n2c(SCC(=O)Nc3ccc(OC)cc3)nc3sc4c(c3c2=O)CCN(C)C4)cc1	0.7	-9.1	nt	-0.9	-6.3	0.1	5.1	-18.4
CCn1ncc(CN2CCC(n3nccc3NC(=O)c3ccccc3Cl)CC2)c1C	2.4	-11.3	-59.8	-1.9	1.8	-1.5	-4.3	-0.6
N#CC(C#N)=Cc1ccc(OCC(=O)N2CCOCC2)cc1	9.0	nt	1.1	-1.4	nt	1.3	1.5	13.4
COCCN=C1N[C@@H](c2ccccc2)C(C(=O)OC)=C(C)N1Cc1ccccc1	-1.9	-1.4	-1.5	-2.2	-1.5	0.2	3.2	-3.5
CN(CC1CCOCC1)C(=O)c1ccc2nc(Cc3cccc(Cl)c3)oc2c1	2.1	-1.9	nt	-1.8	-1.3	2.3	-13.4	1.8
O=C(Nc1nccs1)c1cccc(S(=O)(=O)N2CCCC2)c1	-7.3	0.4	-8.0	0.8	4.6	0.1	7.2	-1.8
O=C1/C(=C/c2ccccc2F)SC(=S)N1CC(=O)N1CCCCC1c1cccnc1 (stereo not given)	100.1*	-7.9	10.1	-4.3	-1.6	1.2	12.0	-3.5

Record cards, from the list above. Order of values: PAX8 inh HTS | PGC1a acetyl inh | EWS-Fli inh | ERAP1 HTS inh | PglD DTNB | S100A4 MyoIIA | LGR2 antag | FN deposit inh
COc1ccc(CN(C)C[C@H]2Oc3ccc(NC(=O)Nc4ccc5c(c4)OCO5)cc3C(=O)N([C@H](C)CO)C[C@@H]2C)cc1 reads nt | 3.2 | -2.2 | -0.5 | 3.8 | 1.9 | -4.9 | nt
Cc1cc(Cl)ccc1Oc1ccc(C(N)=O)cc1[N+](=O)[O-] reads 1.6 | nt | nt | nt | -4.2 | nt | 13.3 | -2.7
CCOc1ccc(-n2c(SCC(=O)Nc3ccc(OC)cc3)nc3sc4c(c3c2=O)CCN(C)C4)cc1 reads 0.7 | -9.1 | nt | -0.9 | -6.3 | 0.1 | 5.1 | -18.4
